Bioassay records as filed in PubChem.
Rat MKP-3 inhibitors – MKP-3 phosphatase inhibitors, primary screen, biochemical, rat enzyme, in vitro (AID 425); Dual specificity protein phosphatase 6 (Rattus norvegicus); recombinant MKP-3 phosphatase activity, fluorescence; higher % means a stronger effect; inhibition, % at 20 µM; hits with a dose series show IC50 in µM; 110,000 tested, 0.17% active; in the data active = inhibition above about 50%;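 note: plate controls were vehicle for no effect and reference inhibitor for full effect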
Hsp70 inhibitors – Hsp70 inhibitors, probe displacement, primary screen, biochemical, fluorescence polarization (AID 583); Hsp70 fluorescence polarization probe displacement, mP; higher % means a stronger effect; displacement, % at 20 µM, or IC50 in µM where a hit was titrated; Heat shock 70 kDa protein 1A (Homo sapiens); 140,000 tested, 0.06% active; in the data active = displacement above about 50%;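 note: plate controls were vehicle for no effect and reference ligand for full effect; a part of the inactive calls stands beside numbers as strong as those of hits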
* marks the source's active call; other numbers are inactive results; . = no result given. Some of the compounds tested; the hit share may differ from the screen's.

SMILES	Rat MKP-3 inhibitors	Hsp70 inhibitors
CC1(C)CC(=O)C(Sc2nnc(-c3ccc(O)cc3)n2CC2CCCO2)C(=O)C1 (stereo not given)	-13%	-7.1%
O=P(O)(CP(=O)(O)c1ccccc1)c1ccccc1	2%	-3.6%
CNc1nc(OCC(F)(F)F)nc(N2CCN(C34CC5CC(CC(C5)C3)C4)CC2)n1	.	-3.2%
Cc1nnc2sc(-c3cc4ccccc4o3)nn12	-4%	0.4%
Cc1cc(Br)c2c(c1)c(N=NC(N)=O)c(O)n2C	1%	-1.2%
C=CCS(=O)(=O)c1nc2ccccc2s1	.	-0.1%
N#Cc1cc2ccc(N3CCOCC3)cc2cc1C#N	-2%	5.1%
CCN(CC)CCOc1ccccc1C	-2%	4.0%
CC(C)Sc1nnc(NC(=O)C2CC2)s1	0%	6.4%
CCCC(=O)NCCCc1nc2ccccc2[nH]1	1%	0.8%
CCOC(=O)CSc1nnc(CNC(=O)c2ccc(OC)cc2)n1Cc1ccccc1	-2%	0.0%
NC(=O)c1cc(NC(=O)COc2ccc(F)cc2)c(Cl)cc1Cl	-1%	0.4%

Next part (7 carried over from the part before).
SMILES	Rat MKP-3 inhibitors	Hsp70 inhibitors
C=CCS(=O)(=O)c1nc2ccccc2s1	.	-0.1%
N#Cc1cc2ccc(N3CCOCC3)cc2cc1C#N	-2%	5.1%
CCN(CC)CCOc1ccccc1C	-2%	4.0%
CC(C)Sc1nnc(NC(=O)C2CC2)s1	0%	6.4%
CCCC(=O)NCCCc1nc2ccccc2[nH]1	1%	0.8%
CCOC(=O)CSc1nnc(CNC(=O)c2ccc(OC)cc2)n1Cc1ccccc1	-2%	0.0%
NC(=O)c1cc(NC(=O)COc2ccc(F)cc2)c(Cl)cc1Cl	-1%	0.4%
CCOC(=O)Cc1csc(NC(=O)CSc2nnc(Cc3csc(N)n3)n2C)n1	-10%	4.0%
Cc1c(CN(C)C)c2c(n1C)C(=O)c1ccc(Br)cc1-2	1%	-1.5%
Cc1cccn2c(=O)c3cc(C(=O)N4CCc5ccccc5C4)n(C)c3nc12	7%	1.4%
CCc1c(C)c2nncn2[nH]c1=O	-8%	7.6%
COc1ccc(C(=O)Nc2ccc3c(c2)OCCO3)cc1	.	0.1%
O=C(NCCOc1nc(N2CCOCC2)nc(N2CCOCC2)n1)Nc1ccc(Cl)cc1	.	-0.6%
CC(C)(C)c1ccc(/C=C2\SC(N3CCOCC3)=NC2=O)cc1	3%	1.7%
CCn1c(SCC(=O)N2CCN(c3ccccc3)CC2)nnc1-c1ccoc1C	0%	1.6%
CCC(=O)N1CCc2cc(S(=O)(=O)CCC(=O)NCCc3ccccc3)ccc21	.	-3.3%
NC(=O)C1(N2CCCCC2)CCN(C(=O)Nc2ccccc2C(F)(F)F)CC1	4%	0.2%
Cc1ccc(NC(=O)C(Cl)(Cl)C(=O)Nc2ccc(C)cc2)cc1	4%	2.4%
COc1ccc(-c2nnc(SCc3cc(C)cc(C)c3)o2)cc1	5%	5.9%
CCOC(=O)C1=C(C)NC(SC)=NC1c1ccccc1 (stereo not given)	.	8.4%
O=C(CN1C(=O)CSC1=O)NCc1ccccc1	-5%	2.3%
COc1cccc(NC(=O)C2CC2(c2cccc(OC)c2)c2cccc(OC)c2)c1 (stereo not given)	5%	-1.3%
CCOC(=O)c1cnn(-c2ncnc3sc(C)c(C)c23)c1N	-7%	0.8%
O=C(Nc1ccc(Cc2ccncc2)cc1)c1ccco1	-16%	-0.4%
CC1=CCC(C(=O)O)C(C(=O)O)C1 (stereo not given)	-1%	.
COc1ccc(N=c2oc3c(OC)cccc3cc2C(=O)NCc2ccco2)cc1OC	4%	1.1%
CCOC(=O)C1CCCCN1Cc1ccc(F)c(Br)c1 (stereo not given)	-8%	3.0%
Cc1ccc(C(O)(C(=O)N=c2ccccn2O)c2ccc(C)cc2)cc1	1%	0.7%
COc1cc(C)c(S(=O)(=O)N2CCOCC2)cc1C	.	-0.3%
O=C(O)CCC(=O)NC1CCCCCCC1	-7%	-3.5%
Cc1cc(C)n2c(SCCO)nnc2n1	0%	0.0%
COc1ccc(C(=O)NCC2OCCc3ccccc32)c(O)c1 (stereo not given)	-1%	3.6%
CC(C)OC(=O)c1c(-c2ccc(Cl)cc2Cl)csc1NC(=O)/C=C/C(=O)O	10%	1.1%
O=C(CSc1nnc(-c2cc(-c3cccs3)nc3ccccc23)o1)NC1CCCCC1	.	11%
C=CCn1c(=O)/c(=C/c2ccc(Cl)cc2)s/c1=C(/C#N)c1nnc2n1CCCCC2	-11%	-2.8%
O=C(CSCc1cnn(-c2ccccc2)c1-n1cccc1)NCc1cccs1	0%	.
COCCCNC(=O)CCn1c(=O)c2ccccc2n(CC(=O)Nc2ccc(C)cc2C)c1=O	-4%	-0.5%
CCCC1=C(C(=O)OCC)C(c2ccc(O)cc2)n2ncnc2N1 (stereo not given)	-10%	5.0%
O=C(O)CCC(=O)Nc1ccc2c(c1)oc1ccccc12	-6%	2.2%
CC1CC(C)CN(CC(=O)Nc2ccc(S(N)(=O)=O)cc2)C1 (stereo not given)	-4%	-5.3%
Cc1cc(NS(=O)(=O)c2ccc(NC(=O)C(C)N3C(=O)c4ccccc4C3=O)cc2)nc(C)n1 (stereo not given)	0%	-1.3%
N#Cc1c(N2CCN(C(=O)c3ccco3)CC2)nc(-c2ccccc2)c2c1CCCC2	1%	-0.3%
O=C(Nc1ccc(Br)cc1)c1cc2ccccc2o1	2%	-0.4%
COc1ccc(-c2cc(C(=O)Nc3cccc(C(C)=O)c3)c3ccccc3n2)cc1OC	3%	1.0%
COc1cccc(NC(=O)C2C3/C=C\CCCCC32)c1 (stereo not given)	4%	-0.7%
COc1ccc(NC(=O)Nc2cccs2)cc1OC	-2%	2.7%
Cc1cc(N2CCN(c3ccccc3)CC2)nc(-n2nc(C)cc2C)n1	-17%	-5.6%
CCN(CC)C(=O)c1ccc(C(=O)c2c(C)cc(C)cc2C)cc1	.	7.5%
[O-][n+]1onc2c1C(N1CCOCC1)CCC2N1CCOCC1 (stereo not given)	-9%	2.5%
Cc1cc2c(cc(C(=O)NCCCN3CCOCC3)n2Cc2ccc(Cl)cc2)o1	-1%	12%
CCOc1ccccc1-c1nnc(SCC(=O)Nc2ccccc2)o1	-15%	14%
CN(Cc1nc(-c2ccccn2)no1)S(=O)(=O)c1ccc(Br)cc1	-7%	2.0%
COC(=O)c1ccc(CSc2nc3c(cnn3-c3ccccc3)c(=O)[nH]2)o1	.	-4.5%
CCOCCCNC(=O)CN1CCN(c2ccc(F)cc2)CC1	0%	3.3%
CCOc1ccc(/C=C(\C#N)C(=O)NCc2ccco2)cc1OC	3%	-3.5%

Overlap with the part before: two entries, followed by the next part.
SMILES	Rat MKP-3 inhibitors	Hsp70 inhibitors
CCOCCCNC(=O)CN1CCN(c2ccc(F)cc2)CC1	0%	3.3%
CCOc1ccc(/C=C(\C#N)C(=O)NCc2ccco2)cc1OC	3%	-3.5%
CCCCCCCNC1CC(=O)N(c2ccc(Br)cc2)C1=O (stereo not given)	3%	-1.9%
CCOc1ccc(/C=C(/NC(=O)c2cccc(Br)c2)C(=O)N2CCCC2)cc1	5%	-2.2%
CC1=Nc2ccccc2/C1=C\c1c(O)n(-c2ccccc2)c(=O)[nH]c1=O	2%	0.0%
O=S(=O)(c1cccc2ccccc12)n1cnc2ccccc21	2%	4.5%
CCN1CCN(C(C(=O)NC2CCCCC2)c2ccc(Cl)cc2)CC1 (stereo not given)	.	5.3%
Cc1ccc(OCc2nnc(SCC(=O)c3cccs3)n2-c2ccccc2)cc1C	.	-4.2%
COc1ccc(S(=O)(=O)Nc2ccc(NC(C)=O)cc2)cc1OC	-17%	-1.4%
CN(C)S(=O)(=O)c1cccc(C(=O)C2=C3SC=C(c4ccccc4)N3CC2)c1	8%	-20%
CCOc1ccccc1/C=C1/C(=O)NN(c2ccc(I)cc2)C1=O	0%	2.1%
COc1cc(C2/C(=C(\O)c3ccccc3)C(=O)C(=O)N2c2ccccn2)ccc1O (stereo not given)	-1%	2.9%
O=c1c2c(nc3nc(SCc4ccccc4)[nH]n13)CCC2	8%	-1.3%
Brc1ccccc1-c1nnc(COc2ncnc3c2cnn3-c2ccccc2)o1	-12%	-0.2%

Part of the list above, comma-delimited:
SMILES,Rat MKP-3 inhibitors,Hsp70 inhibitors
CC1=Nc2ccccc2/C1=C\c1c(O)n(-c2ccccc2)c(=O)[nH]c1=O,2%,0.0%
Cc1ccc(OCc2nnc(SCC(=O)c3cccs3)n2-c2ccccc2)cc1C,.,-4.2%
CCOc1ccccc1/C=C1/C(=O)NN(c2ccc(I)cc2)C1=O,0%,2.1%
CCN1CCN(C(C(=O)NC2CCCCC2)c2ccc(Cl)cc2)CC1 (stereo not given),.,5.3%

The results go on:
SMILES	Rat MKP-3 inhibitors	Hsp70 inhibitors
CN(C)S(=O)(=O)c1ccc(C(=O)Nc2ccc(OCC(=O)N3CCOCC3)cc2)cc1	4%	-2.7%
O=C(Nc1nc2c(Cl)cccc2s1)c1ccc(Br)o1	-5%	1.7%
CC(C)C(NS(=O)(=O)c1ccc(Br)s1)C(=O)O (stereo not given)	-6%	-4.7%
Cc1ccc2nc(N3CCOCC3)c(C=O)c(=O)n2c1	2%	-2.1%
CC(C)NC(=O)Cn1nnc(-c2ccc(Cl)cc2)n1	-4%	3.4%
COc1ccc(Br)cc1CN1CCN(Cc2cccn2C)CC1	2%	-4.4%
CCOc1cc(/C=N/n2cnnc2)cc(Br)c1OCCOc1ccc(C(C)CC)cc1 (stereo not given)	2%	-4.4%
COc1ccc(NC(=O)N(C2CCCCC2)C(C)c2ccco2)c(OC)c1 (stereo not given)	4%	6.9%
CC1=C(C#N)C(=O)NC(=O)/C1=C\c1ccc(-c2ccc(Cl)c(Cl)c2)o1	42%	1.7%
CCN(CC)c1nc2c(s1)C(=O)CC(C)(C)C2	.	2.0%
CCOC(=O)N1CCN(Cc2nc(N)nc(Nc3ccc(OCC)cc3)n2)CC1	.	-0.6%
Fc1ccc(NCc2cn3ccccc3n2)cc1	-11%	1.4%
O=C(COc1ccc2oc3c(c2c1)CCCC3)Nc1ccccn1	.	-2.3%
O=C(NCc1ccccn1)C1CCC(=O)N1C1CCCC1 (stereo not given)	-5%	3.5%
Nc1nc(Nc2cccc(C(F)(F)F)c2)nc(C(F)(F)F)n1	8%	-0.5%
N#Cc1ccccc1Cn1c(=O)n(Cc2ccc(C(=O)NCc3ccco3)cc2)c(=O)c2ccccc21	-3%	4.8%
O=C(CSc1nnc(-c2cnccn2)n1Cc1ccco1)c1ccc(Cl)cc1	9%	-4.8%
O=C1CC(Cc2ccc(Cl)cc2)C(=O)N1c1ccc(F)cc1 (stereo not given)	2%	5.5%
CCCc1nc2c(C)ccc(C)c2c(N)c1CC	2%	-0.2%
CCN(CC)CCCCCCOc1ccccc1OC	-1%	1.9%
COc1ccc(-c2nc3cc(NC(=O)COc4ccccc4[N+](=O)[O-])ccc3o2)cc1Cl	17%	-1.3%
Cc1ccnc2c1NC(=O)c1cccnc1N2C1CC1	-1%	2.9%
CC1=C(C(=O)Nc2ccccc2)C(c2ccc([N+](=O)[O-])cc2)NC(=S)N1 (stereo not given)	3%	4.8%
COc1ccc(C)cc1NS(=O)(=O)c1ccc(NS(=O)(=O)c2ccc(NC(C)=O)cc2)cc1	-14%	-2.3%
CC1CC=C2C(C#N)=C(N)C(C#N)(C#N)C(c3cccs3)C2C1 (stereo not given)	1%	15%
O=C(/C=C/c1ccc(F)cc1)Nc1ccccc1Br	2%	1.3%
Cc1cc(C)c(C#N)c(N2CCOCC2)n1	.	-1.1%
CCN(CC)C(=O)c1cc(-c2ccccc2OC)on1	12%	5.2%
CCN1C(=O)C(=Cc2ccc(O)cc2)C(=O)NC1=S	6%	-0.4%
COc1ccc(N2C(=O)C3CC=C(Cl)CC3C2=O)cc1 (stereo not given)	.	2.7%
COc1ccc(-c2nnc(SCc3cccnc3)o2)cc1	.	-1.3%
NC(=O)SCC(=O)Nc1ccccc1Cl	-1%	2.3%
O=C(O)c1cn(-c2ccccc2)nc1-c1ccc(F)cc1	2%	-3.0%
O=c1[nH]c(=S)[nH]c(O)c1C=Nc1cc(Cl)ccc1O	0%	4.6%
O=C(NCCN1CCOCC1)c1ccncc1	-9%	5.0%
Cc1ccc(N2CCSC2c2ccco2)cc1 (stereo not given)	-3%	-1.2%
O=[N+]([O-])c1ccc2nc(SCc3c[nH]c4ccccc34)sc2c1	3%	3.7%
CC(C)(C)OC(=O)NCCC(=O)Oc1ccc2ccc(=O)oc2c1	14%	.
NC(=O)C(c1ccccc1)c1ccccn1 (stereo not given)	0%	-0.6%
Cc1cc(C)c(NC(=O)C2CCCN2CCO)c(C)c1 (stereo not given)	-8%	4.1%
CCn1c(SCC(=O)N2c3ccccc3Sc3ccc(Cl)cc32)nc2c1c(=O)n(C)c(=O)n2C	.	-0.3%
Cc1nc2sccn2c1-c1nc(C2CC2)c(C(=O)c2ccc3c(c2)NC(=O)CO3)s1	5%	-0.6%
COc1ccc(OC)c(CN2CCN(C(=O)c3ccc(OC)c(OC)c3)CC2)c1	-1%	4.2%
CCC1C(=O)CC(c2ccco2)NC1c1ccco1 (stereo not given)	.	1.9%
Cc1cccc(-n2ncc3c(N4CCC(C)CC4)ncnc32)c1	8%	.
CCOC(=O)CCc1c(C)nc(SCCCn2c(=O)[nH]c3ccccc32)c(C#N)c1C	-4%	-1.0%
Cc1ccc(OCC(=O)c2c(O)c3ccccc3oc2=O)cc1C	.	1.9%
CCOc1ccc(N(CC(=O)Nc2ccc(C)c(C)c2)S(=O)(=O)c2ccc(SC)cc2)cc1	2%	3.8%
O=C(CSc1nnc(COc2ccccc2)n1Cc1ccco1)c1ccc(F)cc1	-10%	3.1%
